D2 antag = antagonizes the human D2 dopamine receptor | P14416 | HEK293 TREx D2 cells, calcium flux, dopamine EC80 | inhibition, % at 10 µM | 340,000 tested, 2% active | AID 485344; in the data active = inhibition above about 30%; also: 0% is about no effect
Target sequence (P14416 whole entry, looked up): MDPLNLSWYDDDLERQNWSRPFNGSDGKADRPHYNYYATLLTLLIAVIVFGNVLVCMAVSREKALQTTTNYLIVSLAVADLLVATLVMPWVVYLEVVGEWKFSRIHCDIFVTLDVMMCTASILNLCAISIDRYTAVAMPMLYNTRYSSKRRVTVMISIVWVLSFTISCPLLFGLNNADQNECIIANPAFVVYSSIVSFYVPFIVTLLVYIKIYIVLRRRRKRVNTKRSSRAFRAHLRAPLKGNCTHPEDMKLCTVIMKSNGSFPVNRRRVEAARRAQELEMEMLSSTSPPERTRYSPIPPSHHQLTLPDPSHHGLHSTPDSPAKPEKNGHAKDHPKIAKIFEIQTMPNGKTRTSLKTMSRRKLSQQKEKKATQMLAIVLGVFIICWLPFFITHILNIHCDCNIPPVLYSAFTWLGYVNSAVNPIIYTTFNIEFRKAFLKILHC
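In this primary screen, negative modulation is detected by tracking calcium flux after an EC80 dopamine challenge in inducible HEK293 T-REx D2 cells preexposed to test compound for 180 s.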
ALOX12 inh = blocks human arachidonate 12S-lipoxygenase; P18054; purified 12hLO, xylenol orange hydroperoxide absorbance; Potency, µM (top dose mostly 108 µM), inactives show top-dose activity change, negative = inhibition, hits mostly inhibitors; 580,000 tested, 1.1% active; AID 1671190; also: potency is read from the fitted curve at half-maximal effect; % is scaled to controls: 0 for no effect and ±100 for the full control effect
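Purified human 12hLO (150 nM final) in 25 mM Hepes, 0.01% Triton X-100, pH 7.0 was preincubated 15 min at room temperature with compound. Then 40 uM arachidonic acid was added, 30 min. Hydroperoxide was read by Fe-XO absorbance ratio 573/405 nm.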
Glioma ERSR ind = induces the endoplasmic reticulum stress response in human glioma cells | 420,000 tested, 0.02% active | Potency, µM, for the others: at the top dose activation, hits mostly activators | AID 602332 | U87-MG GRP78 promoter luciferase reporter, 16 h; also: potency is read from the fitted curve at half-maximal effect; series mostly up to about 76 µM; % of control where 0% means no effect; nearly all actives have a fitted effect of over 35% in size
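Stably transfected U87-MG glioma cells carrying a GRP78-based luciferase sensor; 16 h compound incubation. Luminescence end-point read 10 min after Bright-Glo addition at room temperature.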
Vif-APOBEC3F blk = Vif-A3F binding inhibition; 390,000 tested, 0.2% active; HeLa A3F-eYFP + Vif (tagged APOBEC3F with the HIV-1 protein that degrades it), YFP fluorescence increase; Potency, µM (highest dose often 46.1 µM), for the others: top-dose activity, negative = active; also: potency is read from the fitted curve at half-maximal effect; % of control where 0% means no effect; nearly all actives have a fitted effect of over 65% in size
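HeLa cells stably expressing A3F-eYFP plus Vif, plated and incubated overnight at 37 deg C, then exposed to compounds overnight at 37 deg C. Blocked degradation read as raised yellow fluorescence (Ex 488/Em 500-530).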
D2 agonist = agonists of human D2 dopamine receptor; P14416; HEK293 T-REx D2 cells, calcium flux agonist mode; activation, % at 2 µM; 340,000 tested, 0.53% active;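 active = activation over 3 SD above normal in the single-dose calcium agonist read, cut at about 30% in these data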; also: 0% is about no effect
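Agonism is scored from calcium flux in a force-coupled, inducible HEK293 cell line expressing D2, read kinetically for 180 s after compound addition against dopamine controls.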
RGS4 inhibitor = inhibitors of human regulator of G protein signaling 4. P49798. Transcreener GDP fluorescence polarization, RGS4-accelerated GTP hydrolysis. Potency, µM (highest dose often 114 µM), inactives show at the top dose activity change, negative = inhibition, usual class: inhibitors. 390,000 tested, 0.039% active; also: potency is read from the fitted curve at half-maximal effect; % is scaled to controls: 0 for no effect and ±100 for the full control effect; nearly all actives have a fitted effect of over 75% in size; some results filed as inactive show a strong effect at the top dose
Target sequence (P49798 whole entry, looked up): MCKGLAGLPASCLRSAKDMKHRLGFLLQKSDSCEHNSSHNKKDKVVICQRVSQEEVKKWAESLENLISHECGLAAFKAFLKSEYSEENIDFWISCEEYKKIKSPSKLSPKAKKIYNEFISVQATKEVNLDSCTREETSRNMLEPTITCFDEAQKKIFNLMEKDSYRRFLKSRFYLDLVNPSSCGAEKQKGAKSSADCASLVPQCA
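MLSMR compounds (23 nl, pin-transferred) preincubated 10 min at room temperature with a 500nM (2x) first reagent, then RGS4 at 900nM (2x) plus Transcreener GDP mix added; fluorescence polarization (620/688 nm) read before and after 90 min at 30 °C.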
LDHA inh = blocks human lactate dehydrogenase A; 480,000 tested, 0.15% active; P00338; activity change, % (values are at about 110 or 230 µM); AID 1347041; purified LDHA, NADH/diaphorase-resazurin fluorescence; stronger effect = lower value; in the data active = activity change below about -30%; inconclusive = mostly about -25% to -30%;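 also: plate controls were DMSO wells for no effect and wells without enzyme for full effect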
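Remaining NADH was detected by diaphorase (0.133 mg/mL) converting 37 µM resazurin to fluorescent resorufin, read at 0 and 20 minutes. The preceding 5-minute room-temperature reaction used 2 nM LDHA, 0.2 mM sodium pyruvate and 0.06 mM NADH at pH 7.4.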
Vif-A3G inh = inhibitors of Vif-APOBEC3G interaction. Q9HC16. HeLa A3G-eYFP + Vif (tagged APOBEC3G with the HIV-1 protein that degrades it), YFP fluorescence, overnight. 410,000 tested, 0.076% active. Potency, µM (titrated, usually from 46.1 µM), inactives show top-dose activity, negative = active, most hits filed as inhibitors;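 also: potency is read from the fitted curve at half-maximal effect; % is scaled to controls: 0 for no effect and ±100 for the full control effect; nearly all actives have a fitted effect of over 60% in size; hits raise eYFP signal because A3G escapes Vif-driven loss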
Target sequence (Q9HC16 whole entry, looked up): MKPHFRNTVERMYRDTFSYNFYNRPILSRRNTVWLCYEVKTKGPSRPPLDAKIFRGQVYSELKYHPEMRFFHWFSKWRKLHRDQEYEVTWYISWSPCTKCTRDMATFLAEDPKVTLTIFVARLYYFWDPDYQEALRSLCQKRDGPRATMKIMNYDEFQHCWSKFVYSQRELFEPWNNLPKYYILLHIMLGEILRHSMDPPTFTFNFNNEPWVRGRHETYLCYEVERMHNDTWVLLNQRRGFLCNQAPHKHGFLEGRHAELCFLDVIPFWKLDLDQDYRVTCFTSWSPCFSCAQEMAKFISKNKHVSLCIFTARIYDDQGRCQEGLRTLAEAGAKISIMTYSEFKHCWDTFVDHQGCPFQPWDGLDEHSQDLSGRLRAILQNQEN
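HeLa cells stably expressing Vif and C-terminally eYFP-tagged A3G, seeded overnight at 37 deg C, then exposed to compound by pintool overnight at 37 deg C. Rise in yellow fluorescence (Ex 488/Em 500-530, Acumen) marks blocked Vif-driven A3G degradation.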
ERG Ets-DNA blk = ERG Ets/DNA interaction inhibition; P11308; fluorescence polarization, His-ERG Ets domain / labelled DNA; Potency, µM (doses to about 76.9 µM), inactives show at the top dose FP activity, negative = inhibition, hits mostly inhibitors; 370,000 tested, 0.028% active; AID 624246; active = well fitted inhibition curve with a large enough effect in the polarisation, with a control signal flat; inconclusive = small, poorly fitted or top-dose-only effect, or effect the other way, or a change in a side signal; inactive = no such curve, though single readings can be large or run the other way; the % refers to the polarisation;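 also: polarization taken with two DNA probes labelled with fluorescein and Texas red; potency is read from the fitted curve at half-maximal effect; % of control where 0% means no effect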
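His-tagged ERG Ets domain (1 uM in the protein solution; 300mM KCl, 50mM Tris-HCl, 1mM EDTA, 1mM DTT, pH 7.5) received compound, then a probe mix of 5 nM fluorescein-DNA and 100nM Texas-615-DNA. Fluorescence polarization was read for both dyes.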
Starred values were filed as active, the others as inactive; ? = inconclusive; . = not tested or not shown; & = joins results of further samples; [ ] = dose if it differs, or a comment. Unless noted, calls follow the shape of the dose curve; as a rule, active = well fitted curve in the direction sought with a large enough effect; inconclusive = small, poorly fitted or top-dose-only effect, or another doubt; inactive = no such curve, though single readings can be large; an effect the other way counts as inactive or inconclusive. The list is partial; the hit share may differ from the screen's.

structure,D2 antag,ALOX12 inh,Glioma ERSR ind,Vif-APOBEC3F blk,D2 agonist,RGS4 inhibitor,LDHA inh,Vif-A3G inh,ERG Ets-DNA blk
O=C(OCc1c(F)cccc1Cl)c1cnc(Cl)c(Cl)c1,17,-1%,-3%,8%,-0.1,-8%,-12,0%,7%
CC1CCN(C(=S)NC(=O)C2CCCCC2)CC1,-8,-14%,-2%,0%,0.0,-32%,-3,3%,-2%
O=C(NCCc1ccc2c(c1)OCCO2)c1ccc([N+](=O)[O-])cc1Cl,8,-19%,-1%,-2%,0.0,4%[56.9 µM],-8,-2%,-1%
COc1cc(OC)c(NC(=O)C2CCN(S(=O)(=O)c3ccc4c(c3)CC(C)N4C(C)=O)CC2)cc1Cl (centres undefined),4,24%,-2%,7%,-0.4,10%,-4,3%,-11%
CCOC(=O)CSc1nc(N)cc(=O)[nH]1,1,?,-11%,-9%,0.4,-3%,-1,-3%,24%
COc1cc2cnc(-c3ccccc3)c(-c3cccc(C(F)(F)F)c3)c2cc1OC,-2,?,-6%,0%,-0.6,-21%,23,-3%,11%
COc1ccc(-c2nc3ccc([N+](=O)[O-])cc3o2)cc1,4,25%,9%,-8%,-0.1,-17%,-1,0%,6%
O=C(Nc1c(C(=O)N2CCCC2)cnn1-c1ccccc1)c1cccc(F)c1,18,-18%,-6%,-1%,-2.0,15%,1,0%,-13%
COc1ccc(Br)cc1CNC(=O)Cn1ncn2nc(-c3cccs3)cc2c1=O,.,-21%,-3%,-5%,.,4%,-9,-4%,3%
CN1CCN(c2ccccc2/C=N/NC(=O)c2cccnc2)CC1,0,170%[activator],-4%,3%,-0.2,5%,-1,0%,-11%

The last 2 records of the part above are carried over, then new ones follow.
structure,D2 antag,ALOX12 inh,Glioma ERSR ind,Vif-APOBEC3F blk,D2 agonist,RGS4 inhibitor,LDHA inh,Vif-A3G inh,ERG Ets-DNA blk
COc1ccc(Br)cc1CNC(=O)Cn1ncn2nc(-c3cccs3)cc2c1=O,.,-21%,-3%,-5%,.,4%,-9,-4%,3%
CN1CCN(c2ccccc2/C=N/NC(=O)c2cccnc2)CC1,0,170%[activator],-4%,3%,-0.2,5%,-1,0%,-11%
CC1CCCN(Cc2nc3c(c(=O)n(C)c(=O)n3C)n2CC(=O)c2ccccc2)C1 (centres undefined),9,26%,-3%,1%,-1.5,-6%,-1,-1%,-4%
Cc1cc(NS(=O)(=O)Cc2ccccc2)cc(C)c1OCC(=O)N1CCOCC1,-31,0%,0%,-9%,-0.2,15%,1,-3%,-6%
CC(C)(C)n1nnnc1SCC(=O)Nc1nn(-c2ccccc2)nc1C(N)=O,7,17%,-5%,-16%,1.2,-20%,-4,-12%,-9%
COc1ccc(-c2cc(=O)oc3c(O)c(O)ccc23)cc1,0,1.1µM*,-5%,-18%,-1.3,-1%,12,2%,5%
COc1cccc(-c2cc(C(=O)Nc3cccnc3Cl)no2)c1,-3,-11%&-10%,-3%&0%,7%&1%,2.4&0.0,7%&-5%,-7&0,1%&0%,1%&0%
Cc1cccc(-n2cnc(C(=O)O)c2)n1,11,-10%,-5%,-6%,0.1,-17%,9,3%,-5%
O=C(COc1cccc2ccccc12)NNC(=O)[C@@H]1CCCC[C@@H]1C(=O)O,-20,0%,-2%,-1%,-0.1,-3%[11.4 µM],-4,-8%,-8%
CC(C)(C)c1cc(CNC(=O)C2CCC(=O)N(Cc3ccccc3F)C2)[nH]n1 (centres undefined),.,4%,-3%,-1%,.,.,-5,1%,.
C[C@H]1NC(=O)[C@@]2(C)[C@@H](c3ccccc3)[C@H]3COc4ccccc4[C@H]3N2C1=O,-12,16%,-3%,3%,-0.3,38%,0,1%,1%
CC(C)CC1c2[nH]c3ccccc3c2CCN1CCCn1cccn1 (centres undefined),-8,-16%,-4%,-17%,0.3,23%,-10,0%,0%
CCc1ccc2oc(C(=O)Nc3ccc(S(N)(=O)=O)cc3)c(C)c2c1,-5,-2%,-4%,0%,-1.5,6%,-9,-1%,-1%
O=C(Oc1ccc2ccccc2c1Cl)N1CCCC1,9,8%,-1%,-9%,0.1,9%,-2,-8%,-6%
Nc1cc(N)nc(SCC(=O)Nc2ccc(Br)cc2Cl)n1,-9,6%,1%,-10%,-2.3,0%,-4,-2%,8%
CCc1ccc2[nH]c(C)c(CN3CCCCCC3)c(=O)c2c1,11,46%&10%[activator],-3%,4%,1.2,16%,-7&6,3%,-11%
C=CCNc1oc(-c2ccc(OCC)cc2)nc1C#N,13,11%,7%,-2%,1.0,-23%,-2,1%,5%
CCN(C(=O)CSc1nnc(-c2ccc(F)cc2)n1C)C1CCS(=O)(=O)C1 (centres undefined),.,0%,-4%,1%,.,-13%,3,0%,-2%
COc1ccccc1N1CCN(C(=O)C2CCN(S(=O)(=O)c3ccc4c(c3)CC(C)N4C(C)=O)CC2)CC1 (centres undefined),-13,2%,-5%,7%,0.6,-7%[56.9 µM],-2,3%,2%
CCCN(CCC)C(=O)c1cc(-c2ccc3c(c2)OCO3)nc2ccccc12,8,?,-8%,3%,0.1,0%,-8&6,0%,4%
COCCN1C(=O)CCC1(C)C(=O)NC1CCCC1 (centres undefined),.,12%,-5%,.,.,.,-1,3%,.
Fc1ccc(F)c(CNc2ncnc3cc(Cl)ccc23)c1,-3,3%,-5%,-8%,1.4,-28%,-6,2%,-1%
O=C(CC1SC(=O)N(Cc2cccc3ccccc23)C1=O)Nc1nccs1 (centres undefined),.,2%,1%,-4%,.,-2%,-8,1%,4%
CN(C)c1ccc(CNn2cnnc2SCc2ccccc2F)cc1,.,12%,5%,-11%,.,28%,2,0%,11%
CC1=C(C(=O)OCc2ccccc2)C(c2ccc(N3CCOCC3)cc2)NC(=O)N1 (centres undefined),-19,26%,0%,4%,-0.4,-11%,3,-7%,-5%
C=CCOc1ccc(-c2nc3c(c(=O)[nH]c(=O)n3CCC)n2CCCC)cc1,-6,-12%,0%,7%,-2.6,3%,-7,0%,8%
CCOC(=O)N1CCC(NC(=O)CCc2cn(C)c3ccccc23)CC1,7,3%,1%,-9%,-0.2,3%,-2,-4%,-1%
Cc1cc(C(=O)CSc2nnc(Nc3ccccc3F)s2)c(C)n1CC1CCCO1 (centres undefined),-17,-4%,-5%,-12%,-0.6,15%,2,1%,4%
CCN(C(=O)Cn1cc(C(=O)C(=O)N2CCOCC2)c2ccccc21)c1ccccc1,-3,0%,-1%,-1%,-0.3,-3%,-2,3%,-8%
O=C(Nc1ccc(C(F)(F)F)cc1)c1cc(-c2cccnc2)nc2ccc(Br)cc12,-12,-21%,-3%,4%,0.4,1%,-5,-4%,-7%
CC(=O)n1cc([C@H]2C=C(C(=O)NCc3ccccc3)O[C@@H](OCc3ccc(CO)cc3)C2)c2ccccc21,-1,-4%,-3%,-24%,1.5,-31%,9,-13%,27%
C=CCn1c(SCc2ccc(Cl)cc2)nc2c1c(=O)[nH]c(=O)n2C,-11,-23%&6%,-5%,-13%,-0.4,-26%,-2&8,-4%,-11%

Only ERG Ets-DNA blk, Glioma ERSR ind and Vif-A3G inh, for 6 of the compounds above:
| SMILES | ERG Ets-DNA blk | Glioma ERSR ind | Vif-A3G inh |
| --- | --- | --- | --- |
| COc1ccc(Br)cc1CNC(=O)Cn1ncn2nc(-c3cccs3)cc2c1=O | 3% | -3% | -4% |
| O=C(OCc1c(F)cccc1Cl)c1cnc(Cl)c(Cl)c1 | 7% | -3% | 0% |
| CCN(C(=O)CSc1nnc(-c2ccc(F)cc2)n1C)C1CCS(=O)(=O)C1 (centres undefined) | -2% | -4% | 0% |
| C=CCn1c(SCc2ccc(Cl)cc2)nc2c1c(=O)[nH]c(=O)n2C | -11% | -5% | -4% |
| CCN(C(=O)Cn1cc(C(=O)C(=O)N2CCOCC2)c2ccccc21)c1ccccc1 | -8% | -1% | 3% |
| O=C(Nc1ccc(C(F)(F)F)cc1)c1cc(-c2cccnc2)nc2ccc(Br)cc12 | -7% | -3% | -4% |

Other compounds follow:
structure,D2 antag,ALOX12 inh,Glioma ERSR ind,Vif-APOBEC3F blk,D2 agonist,RGS4 inhibitor,LDHA inh,Vif-A3G inh,ERG Ets-DNA blk
O=c1c2cc(-c3ccccc3)sc2ncn1-n1cccc1,-7,3%,0%,5%,-0.1,-12%[11.4 µM],-5,2%,8%
O=C(O)c1cc(S(=O)(=O)N2CCCc3ccccc32)ccc1Cl,-17,2%,-2%,3%,0.4,5%,-4,0%,15%
COc1ccc(C2=NOC(C(=O)Nc3c(C)n(C)n(-c4ccccc4)c3=O)C2)cc1OC (centres undefined),-12,9%,-2%,6%,0.4,12%,-1,2%,-7%
Cc1cc(C)n(-c2ccc(C(=O)N3CCN(S(=O)(=O)c4ccc(OC(F)(F)F)cc4)CC3)cc2)n1,.,8%,-2%,3%,.,.,-4,0%,.
Cn1c2ccccc2c2cc(/C=N/NC(=O)c3cc(O)cc(O)c3)ccc21,-4,?,-3%,0%,-1.0,-8%,-2,0%,9%
COC(=O)c1ccc(N2CCN(S(=O)(=O)c3ccccc3)CC2)c([N+](=O)[O-])c1,2,0%,-8%,-2%,0.5,-18%[56.9 µM],-1,-3%,1%
O=C(Cn1cnc2c(NCc3ccccc3)ncnc21)NCC1CCCO1 (centres undefined),.,-2%,-1%,6%,.,16%,-9,-5%,4%
